S100A4 MyoIIA: inhibitors of human S100A4 binding to myosin IIA peptide; S100A4/TAMRA-MyoIIA peptide fluorescence polarization; P26447; hit rate 0.14% among 360,000; inhibition, % at 10.7 µM;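 active = mean inhibition of at least 70% across replicates, with every replicate also reaching that level; inconclusive = mean inhibition reaches 70% but some replicates fall short; inactive = mean inhibition below 70%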
Target sequence (P26447 whole entry, looked up): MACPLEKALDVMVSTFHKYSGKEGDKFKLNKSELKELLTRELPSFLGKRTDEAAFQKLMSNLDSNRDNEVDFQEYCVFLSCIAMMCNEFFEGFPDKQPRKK
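assay system = human S100A4 monomer with TAMRA-labelled myosin IIA peptide | also added = labelled myosin peptide probe, 5 nM | incubation = 5 min between mix addition and reading | control set = DMSO and TFP controls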
E-selectin induc: induces E-selectin expression in human endothelial cells; hit rate 0.37% among 260,000; activation, % at 7.58 µM; P16581; AID 686992; HUVEC E-selectin immunofluorescence imaging; normalized: neutral wells 0, TNF-alpha wells 100;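 active = mean E-selectin-positive cell signal at least 10% of the positive control, reached in at least 60% of replicates, without over 20% cell loss; inconclusive = no rule given, readout overlaps actives, possibly toxicity-flagged; inactive = the rest, including those meeting only one limit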;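 also: in these data hits start at about 27%; measured in HUVEC primary endothelial cells; signal is the percent of cells scored E-selectin positive by PE staining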
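Test system: HUVEC | Signal: Immunofluorescence imaging | Read-out: Percent E-selectin-positive cells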
PglD DTNB: inhibitors of Campylobacter jejuni PglD acetyltransferase. hit rate 0.098% among 360,000. inhibition, % at 12.5 µM. purified PglD enzyme, DTNB colorimetric CoA detection; in the data active = inhibition above about 16%, passing the limit was not always enough; inconclusive = no clear call, values can overlap the other calls; also: strong numbers were not always called active
SIRT5 block: inhibitors of human sirtuin-5 desuccinylase; inhibition, % at 15 µM; hit rate 1.1% among 330,000; Purified SirT5, succinyl-peptide AMC, trypsin-coupled fluorescence; Q9NXA8; in the data active = inhibition above about 15%; inconclusive = no clear call, values can overlap the other calls
Target sequence (Q9NXA8 whole entry, looked up): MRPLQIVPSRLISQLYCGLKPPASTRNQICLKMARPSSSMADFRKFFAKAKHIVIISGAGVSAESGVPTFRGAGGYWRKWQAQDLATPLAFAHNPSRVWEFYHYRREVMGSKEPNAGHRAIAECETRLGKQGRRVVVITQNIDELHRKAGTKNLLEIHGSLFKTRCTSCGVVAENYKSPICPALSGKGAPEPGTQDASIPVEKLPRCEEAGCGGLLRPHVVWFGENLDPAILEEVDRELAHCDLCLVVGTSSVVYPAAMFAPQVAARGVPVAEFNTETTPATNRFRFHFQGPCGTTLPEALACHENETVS
ERp5 inh: blocks human ERp5 reductase activity on insulin | hit rate 0.05% among 350,000 | ERp5 insulin aggregation, absorbance 650 nm, 90 min | inhibition, % at 9.99 µM;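 active = mean replicate inhibition above about 25%, with every replicate also reaching it, limit read from the data, passing the limit was not always enough; inconclusive = only one of those two criteria met; inactive = neither criterion met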
Target sequence (Q15084 whole entry, looked up): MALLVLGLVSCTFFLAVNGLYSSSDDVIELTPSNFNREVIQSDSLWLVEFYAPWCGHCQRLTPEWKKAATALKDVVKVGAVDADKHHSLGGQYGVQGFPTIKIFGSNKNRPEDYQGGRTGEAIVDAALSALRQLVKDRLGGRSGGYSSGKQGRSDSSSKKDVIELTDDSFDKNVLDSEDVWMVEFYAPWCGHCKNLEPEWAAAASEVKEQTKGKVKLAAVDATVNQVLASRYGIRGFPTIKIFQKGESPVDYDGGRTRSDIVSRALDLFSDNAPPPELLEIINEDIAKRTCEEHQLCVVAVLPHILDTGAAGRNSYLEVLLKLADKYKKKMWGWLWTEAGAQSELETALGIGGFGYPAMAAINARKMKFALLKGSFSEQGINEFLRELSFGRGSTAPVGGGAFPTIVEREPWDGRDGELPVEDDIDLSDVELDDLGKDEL
C2C12 statin: protects C2C12 myotubes from simvastatin toxicity | ATP luminescence, 48 h; scaled: DMSO 0, geranylgeraniol control 100 | rescue of ATP level, % at 7.49 µM | hit rate 0.78% among 330,000 | AID 602340;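 active = mean ATP rescue above about 67%, or every replicate alone reaching that limit, limit read from the data, passing the limit was not always enough; inconclusive = no clear call, values can overlap the other calls; inactive = mean under the limit and some replicate under it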;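 also: myotubes were challenged with 10 µM simvastatin during compound exposure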
DENV2 CPE: inhibitors of DENV2 cytopathic effect | DENV2-infected cells, cytopathic effect rescue, plate reader | CPE inhibition, % at 9.99 µM | hit rate 1.7% among 350,000 | AID 651640; in the data active = CPE inhibition above about 20%, passing the limit was not always enough; inconclusive = no clear call, values can overlap the other calls; tested in BHK-21 cells;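 also: 0% = median of neutral control wells and 100% = median of positive control wells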
* = called active by the depositor; ? = inconclusive; · = not tested or not shown; & = joins results of further samples. A portion of the library. The share of hits here may be higher or lower than overall.

Screens in order: S100A4 MyoIIA	E-selectin induc	PglD DTNB	SIRT5 block	ERp5 inh	C2C12 statin	DENV2 CPE
Cc1cc(C)cc(N(C(=O)c2csnn2)C(C(=O)NC(C)(C)C)c2ccncc2)c1 (centres undefined)
→ 2	4.6	·	-7	-1	·	-3
NC(=S)c1ncc(C(F)(F)F)cc1Cl
→ -5	·	-2	-5	-1	-2	13
O=S(=O)(c1cccs1)N1CCCc2nc(-c3ccc(Br)cc3)ccc21
→ 1	-0.3	·	·	-3	·	0
Cc1cc(C)cc(OCC(=O)OCC(=O)NC2CCCC2)c1
→ 4	·	-3	-3	3	1	-3
C/C(=N\NC(=O)c1nnn(-c2nonc2N)c1CSc1ccc(C)cc1)c1cccnc1
→ -1	0.6	1	-6	1	-35	-1
O=C(NCC[C@@H]1CC[C@H](NC(=O)c2ccc3c(c2)OCO3)[C@@H](CO)O1)Nc1cc(F)ccc1F
→ -4	-0.2	1	-1	3	0	5
CCN(CC)S(=O)(=O)c1cccc(C(=O)N/N=C(\C)c2ccc(O)cc2O)c1
→ -5	·	·	1	9	18	-3
Fc1ccccc1N1CCN(C2CCCN(Cc3cccc(C(F)(F)F)c3)C2)CC1 (centres undefined)
→ 3	·	4	-3	-4	-4	-9
COc1ccc(S(=O)(=O)N(C)C[C@@H]2OCCCC[C@@H](C)Oc3ccc(NC(=O)Nc4ccc(C(F)(F)F)cc4)cc3C(=O)N([C@@H](C)CO)C[C@@H]2C)cc1
→ 0	0.2	-2	28*	21	-73	11
COc1ccccc1C#Cc1ccc2c(c1)O[C@H](CN(C)Cc1cccnc1)[C@H](C)CN([C@H](C)CO)S2(=O)=O
→ -18	0.6	-2	0	22	-23	-1
Cc1noc(C)c1C(=O)N(CC(=O)Nc1ccccc1Br)Cc1ccco1
→ 2	·	-9	-3	2	0	0
COc1ccc(C(O)c2nc(-c3ccc(F)c(Cl)c3)cs2)cc1 (centres undefined)
→ 4	0.3	-3	·	6	27	19
COc1ccc(-c2nc(-c3cccnc3)no2)cc1OC
→ 2	-0.2	-1	1	1	·	11
CC(=O)CC1c2ccccc2C=C(c2ccsc2)N1c1ccc(-c2cccs2)cc1 (centres undefined)
→ 0	-0.1	·	1	-1	·	11
COc1ccc(CNc2nc3ccccc3n2C)c(O)c1
→ 3	-0.5	·	1	-8	0	-8

Arranged by value in PglD DTNB (largest number first): some entries from above
canonical_smiles,S100A4 MyoIIA,PglD DTNB,SIRT5 block,ERp5 inh,DENV2 CPE
Fc1ccccc1N1CCN(C2CCCN(Cc3cccc(C(F)(F)F)c3)C2)CC1 (centres undefined),3,4,-3,-4,-9
COc1ccc(-c2nc(-c3cccnc3)no2)cc1OC,2,-1,1,1,11
NC(=S)c1ncc(C(F)(F)F)cc1Cl,-5,-2,-5,-1,13

Going on with the list:
Screens in order: S100A4 MyoIIA	E-selectin induc	PglD DTNB	SIRT5 block	ERp5 inh	C2C12 statin	DENV2 CPE
O=C(Nc1ccc(-c2ccccc2)cc1)c1ccc2c(c1)S(=O)(=O)c1ccccc1C2=O
→ 0	0.0	-3	-1	1	-13	-16
CCOC(=O)C1CCCCN1Cc1ccc(OC)c(OC)c1 (centres undefined)
→ 1	1.0	-5	-4	-5	·	6
CCC1Oc2ccccc2N(CC(=O)NCCN2CCCC2)C1=O (centres undefined)
→ -5	1.8	-6	-2	1	-12	-7
Cn1c(-c2cccc(Br)c2)cnc1NCc1ccccc1O
→ -3	0.0	-8	1	1	-4	1
COc1ccc(CC2(CO)CCN(Cc3cccc4nccnc34)CC2)cc1
→ -6	2.2	-4	1	3	-8	-3
CC1CN(C(=S)NC(=O)c2ccc(Cl)cc2)CC(C)O1 (centres undefined)
→ -5	-0.2	8	-1	8	-1	-4
COc1ccc(S(=O)(=O)N2CCCCN3[C@H](C2)[C@@H](c2ccc(C#CC(C)C)cc2)[C@@H]3CO)cc1
→ -14	-0.5	-2	16*	0	-4	-25
CC(=O)c1c(C)[nH]c(C(=O)NCc2ccc(F)cc2)c1C
→ 3	·	0	-3	4	-15	2
Cc1ccc(C(=O)NCCCn2ccnc2)cc1[N+](=O)[O-]
→ ·	0.3	3	·	·	-10	·
COCC(=O)N1[C@H](C#N)[C@H](c2ccc(C#Cc3ccccc3F)cc2)[C@@H]1CO
→ -9	0.3	0	0	4	-12	-4
COc1ccc(NC(=O)N2CCCCN3[C@H](C2)[C@H](c2ccc(-c4ccccc4F)cc2)[C@@H]3CO)cc1
→ -5	0.1	-3	-2	-3	13	30*
CCCCn1nnnc1C1(C)CCC(=O)N1CCc1ccc(O)cc1 (centres undefined)
→ 2	0.2	·	·	0	·	·
CCCCn1c(=O)[nH]c(=O)c2c1nc(-c1cc(Br)ccc1OC)n2C
→ -2	·	-1	-5	5	22	?
O=C(C[C@@H]1CC[C@H]2[C@@H](COC[C@@H](O)CN2C(=O)Nc2ccc(Cl)cc2)O1)N1CCCCC1
→ 3	0.0	7	2	-2	-19	0
CCOc1ccccc1NC(=O)CCNC(=O)c1ccco1
→ -4	0.1	-5	-1	-1	-8	4
CN1C(=O)c2cc(NC(=O)C3CCOCC3)ccc2OC[C@@H]2O[C@H](CC(=O)NCc3ccc4c(c3)OCO4)CC[C@@H]21
→ 5	0.0	1	0	2	10	3
COc1ccc(-n2c3c(c(=O)[nH]c2=O)C(NC(=O)c2ccncc2)(C(F)(F)F)C(=O)N3)cc1 (centres undefined)
→ 10	1.0	1	1	8	-4	-5
O=C(NCC(c1ccco1)N1CCCC1)c1ccc(S(=O)(=O)Nc2ccccc2Cl)cc1 (centres undefined)
→ -2	-1.1	6	-1	3	0	-4
Cn1cnc(S(=O)(=O)N2CCCCN3[C@@H](CO)[C@@H](c4ccc(-c5ccccc5F)cc4)[C@@H]3C2)c1
→ 5	0.2	-6	·	0	-4	18
O=C(N/N=C/c1cccnc1)c1cc(-c2ccccc2)nc2ccccc12
→ -3	0.1	-9	3	2	-3	-6
O=C(OCCN1CCOCC1)c1cccs1
→ 3	·	-3	·	·	4	·
O=C(C[C@@H]1CC[C@H]2[C@@H](COC[C@@H](O)CN2Cc2nccs2)O1)NCc1ccc(Cl)cc1
→ -4	0.0	-2	-2	10	4	-2
Cc1noc(C)c1NC(=O)N(C)C[C@@H]1Oc2ccc(NC(=O)Cc3cn(C)c4ccccc34)cc2CC(=O)N([C@@H](C)CO)C[C@H]1C
→ 7	0.1	0	-2	-9	-18	3
COc1cc2[nH]c(=O)n(CCCCCC(=O)NCCCN3CCOCC3)c(=O)c2cc1OC
→ ·	1.6	1	·	·	8	·
CCOC(=O)C1CCCN(C(=O)Cn2nc(C)n3nc(-c4ccccc4)cc3c2=O)C1 (centres undefined)
→ -10	·	-5	2	2	8	6
C/C(=N\NC(=S)Nc1ccc(C)cc1)c1cccc(N)c1
→ -3	-1.0	·	-2	7	·	-4
O=C(O)CNS(=O)(=O)c1ccc(C2CCCCC2)cc1
→ 6	·	·	0	-8	·	0
CSc1ccc(CN2CCC(C)(Oc3cnc(Cl)c4ccccc34)C2)cc1 (centres undefined)
→ -18	0.0	-1	-4	2	6	-4
Cc1ccc(-c2nn(-c3ccccc3)cc2C(=O)N2CCOCC2)cc1C
→ -2	·	-4	-3	2	4	1
O=C(CNC(=O)c1ccc(Cl)cc1Cl)OCc1nnc(-c2ccccc2)o1
→ -5	-2.7	·	0	-1	·	7
O=C(NC1CC2CCC(C1)N2C(=O)NC1CCCCC1)NC12CC3CC(CC(C3)C1)C2 (centres undefined)
→ ·	-1.0	1	·	·	-7	·
C[C@@H]1CCc2cnnn2COC[C@@H](Cc2ccccc2)NC1=O
→ -2	-0.1	·	2	0	·	2
CCCCn1c(CCc2ccccc2)nc2cc3[nH]c(=O)c(C(C)C)nc3cc21
→ -4	0.1	-4	-1	3	119*	11
COc1ccc(C(=O)NCc2nnc(SCC(=O)NCc3ccco3)o2)cc1
→ 10	·	-3	3	1	-2	-4
Cc1c(C(=O)NCC2CCCO2)oc2ccc(S(=O)(=O)N3CCCCC3)cc12 (centres undefined)
→ 1	0.1	-5	-2	5	-7	2
C[C@H]1CN([C@@H](C)CO)C(=O)c2ccccc2-c2ccccc2CO[C@@H]1CN(C)Cc1ccc(C(F)(F)F)cc1
→ -18	-0.5	·	16*	7	·	-2
CC(C)(C)[C@H]1C=C(C(=O)N2CCN(Cc3ccc4c(c3)OCO4)CC2)O[C@@H](OCc2ccc(CO)cc2)C1
→ -4	-0.2	2&-4	2	-2	26	3
O=C(c1ccccc1[N+](=O)[O-])N1CCCC(C(=O)N2CCCCCC2)C1 (centres undefined)
→ -1	0.0	3	-1	0	-3	?
Cc1ccc(S(=O)(=O)N(C)C)cc1NC(=O)COC(=O)c1cccs1
→ 8	0.2	1	·	0	1	-4
CCCCN(C(=O)c1ccccc1F)c1c(N)n(CCC)c(=O)[nH]c1=O
→ 1	·	6	3	1	0	-2
Cc1noc(C)c1NC(=O)Nc1ccc2c(c1)C(=O)N(C)[C@@H]1CC[C@H](CC(=O)N[C@H]3CCN(Cc4ccccc4)C3)O[C@@H]1CO2
→ 5	-0.1	0	1	-3	47	-1
CCOC(=O)N1CCN(C(=O)CNC(=O)Cn2cnc3ccccc3c2=O)CC1
→ 4	-0.2	3	1	2	3	-9
CC(OC(=O)COc1ccc(C#N)cc1)C(=O)Nc1ccc(Cl)cn1 (centres undefined)
→ -3	-0.3	-7	-7	-4	·	15
COc1cc(/C=N/NC(=O)c2cccc([N+](=O)[O-])c2)ccc1OCc1ccccc1
→ -2	·	-1	-1	-5	-63	2
O=C(Nc1ccc2c(c1)OCCO2)C(C1CC1)n1c(=O)c(-c2ccccc2)nc2ccccc21 (centres undefined)
→ 4	0.4	·	-2	9	·	4
CN(Cc1cnn(Cc2ccccc2)c1)C(=O)c1cccc(S(=O)(=O)N2CCOCC2)c1
→ 4	-0.1	-2	-4	1	-16	-6
C[C@H]1CN([C@@H](C)CO)C(=O)c2cc(C#CC3CC3)cnc2O[C@H]1CN(C)C
→ -6	1.0	-3	0	1	-6	-3
COc1ccc(NC(=O)N(C)C[C@H]2OCCCC[C@@H](C)Oc3ccc(NS(=O)(=O)c4cccs4)cc3C(=O)N([C@@H](C)CO)C[C@@H]2C)cc1
→ 0	0.0	·	7	-2	·	5
O=C(Cc1ccccn1)N[C@H]1CC[C@@H](CCNS(=O)(=O)c2cccc(F)c2)O[C@@H]1CO
→ 1	0.1	0	1	-1	0	9
CC1(C)Cc2c(c(N3CCCC3)nc3sc4c(N5CCN(CCO)CC5)ncnc4c23)CO1
→ -5	·	-4	-3	-6	-3	1
CCc1ccc(-c2nc(C(N)=O)c3[nH]c(=O)n(-c4ccccc4OC)c3n2)cc1
→ -2	8.5	0	0	4	-47	-7
COCC(=O)N1[C@H](C#N)[C@H](c2ccc(-c3cccnc3)cc2)[C@@H]1CO
→ 2	0.0	-1	4	2	3	15
Cc1cc(C)nc(Nc2nc(C(N)Cc3ccc(F)cc3)cs2)n1 (centres undefined)
→ -19	-0.1	1	·	-5	-17	18
Cc1occc1-c1nnc(SCC(=O)NC2CCCC2)n1C
→ -2	·	4	-3	1	-5	20
O=C(/C=C/c1ccc(OCCCF)cc1)Nc1ccnc(-c2ccncc2)n1
→ -2	0.5	·	-1	1	·	5
C[C@@H]1CN([C@H](C)CO)C(=O)c2cc(NC(=O)CCC(F)(F)F)ccc2O[C@@H](C)CCCCO[C@H]1CN(C)C(=O)Cc1ccccc1
→ ·	·	-2	·	·	-32	-6

Part of the list above in order of number of heavy atoms, smallest number first.
Screens in order: S100A4 MyoIIA	E-selectin induc	PglD DTNB	SIRT5 block	ERp5 inh	C2C12 statin	DENV2 CPE
COCC(=O)N1[C@H](C#N)[C@H](c2ccc(-c3cccnc3)cc2)[C@@H]1CO
→ 2	0.0	-1	4	2	3	15
C[C@H]1CN([C@@H](C)CO)C(=O)c2cc(C#CC3CC3)cnc2O[C@H]1CN(C)C
→ -6	1.0	-3	0	1	-6	-3
CC1(C)Cc2c(c(N3CCCC3)nc3sc4c(N5CCN(CCO)CC5)ncnc4c23)CO1
→ -5	·	-4	-3	-6	-3	1
